# Source: PubChem BioAssay (several laboratories)
# MITF TRPM1 inh: inhibitors of MITF-dependent TRPM1 promoter reporter, primary screen, cell-based, SK-MEL-5, single point, luciferase; inhibition, % at 12.5 µM; SK-MEL-5 TRPM1 promoter luciferase, 24 h; hit rate 0.83% among 330,000;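 active means mean inhibition across replicates of 60% or more, whatever share of single replicates reaches that level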; further: values of inactives mirror those of a sister screen read the other way
# KKLEB tox: cytotoxicity in KKLEB CF airway cells, primary screen, cytotoxicity control for CF NF-kB inhibitor project, cell-based, uHTS, fluorescence assay plates; KKLEB CF airway cells viability, ATPlite luminescence, overnight; stronger effect = lower value; cells stimulated with P. aeruginosa culture filtrate; activity change (cytotoxicity), % at 5 µM; hit rate 0.36% among 360,000; AID 602141, 2011;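 active means corrected activity change at or below -50% at 5 µM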
# TWEAK Fn14 block: inhibitors of TWEAK-Fn14 signaling, primary screen, luciferase reporter cells, uHTS | inhibition, % at 10 µM | TWEAK-stimulated Fn14 reporter cells, luciferase luminescence, 8 h | hit rate 2% among 360,000; in the data active means inhibition above about 50%
# Shn3 inh set2: reduction of Shn3 3'UTR firefly luciferase signal, primary screen, Schnurri-3 inhibitor project, cell-based, Clone20 osteoblasts, set 2. Clone20 osteoblast Shn3 3'UTR firefly luciferase, 24 h. inhibition, % at 12.5 µM. hit rate 0.52% among 360,000;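 active means mean inhibition of at least 75% with every replicate also reaching 75%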;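 further: 0% = median of neutral control wells and 100% = pilot-screen positive control compound; some compounds past the cut are filed as inactive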
# Peg3 prom inh: Peg3 promoter-driven luciferase inhibitors, primary screen, cell-based, HeLa, luciferase luminescence; inhibition, % at 20 µM; hit rate 1.7% among 360,000; HeLa PEG-Prom luciferase reporter, overnight;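 active means inhibition of at least 50% at 20 µM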
# HIF-2a block: HIF-2a reporter inhibitors, primary screen, luminescence, 786-0 RCC cells; hit rate 0.72% among 360,000; 786-0 RCC cells HIF-2a reporter, luciferase luminescence, overnight; AID 624352, 2012; inhibition, % at 18.8 µM;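 active means inhibition of the luminescence signal of 40% or more relative to plate controls, in a single-dose primary screen at 18.75 µM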
# CF NFkB inh: inhibitors of PAF-induced NF-kB signaling, primary screen, cell-based, GFP fluorescence, uHTS; KKLEB NF-kB-GFP reporter, GFP fluorescence overnight; inhibition, % at 5 µM; hit rate 0.86% among 360,000; AID 588850, 2011;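 active means at least 50% inhibition at 5 µM, scaled per plate between neutral and stimulator controls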;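 further: PAF is a Pseudomonas aeruginosa culture filtrate used as stimulus; plate controls were PAF-stimulated DMSO wells for no effect and unstimulated DMSO wells for full effect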
# TROY signal inh: inhibitors of TROY-driven NF-kB signaling, primary screen, Q293 LMP1-TROYcd cells, NF-kB luciferase, uHTS | hit rate 0.98% among 360,000 | inhibition, % at 10 µM | Q293 LMP1-TROYcd NF-kB luciferase reporter, 4 h;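 active means compounds whose plate-normalised and pattern-corrected inhibition of the luciferase reporter signal at the single screening dose is 50% or more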
# NR2E3 ag-1: inhibitors of NR2E3-RetCOR corepressor binding, primary screen, NR2E3 agonist project, biochemical, TR-FRET, GST-NR2E3, biotin-RetCOR; Photoreceptor-specific nuclear receptor (Homo sapiens), Q9Y5X4; 1536-well; inhibition of corepressor binding, % at 4.78 µM; hit rate 0.12% among 320,000; AID 2300, 2010;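 active means percent inhibition above the cutoff of mean plus 3 SD of all tested compounds, set per screening campaign, cut at about 20% in these data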;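 further: 0% = DMSO wells and 100% = biotin wells as full block of FRET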
# Target sequence (Q9Y5X4 whole entry, looked up): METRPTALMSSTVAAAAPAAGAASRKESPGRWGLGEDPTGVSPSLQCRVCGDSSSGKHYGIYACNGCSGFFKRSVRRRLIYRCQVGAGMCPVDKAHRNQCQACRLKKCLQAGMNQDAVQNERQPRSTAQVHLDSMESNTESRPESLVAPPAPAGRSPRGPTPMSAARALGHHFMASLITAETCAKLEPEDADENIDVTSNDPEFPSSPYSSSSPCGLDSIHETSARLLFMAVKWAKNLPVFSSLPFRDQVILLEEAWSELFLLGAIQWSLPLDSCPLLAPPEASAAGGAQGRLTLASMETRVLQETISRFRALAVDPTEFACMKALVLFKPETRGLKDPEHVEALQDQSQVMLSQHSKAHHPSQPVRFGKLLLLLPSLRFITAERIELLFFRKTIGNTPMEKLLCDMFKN
#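 Test system: GST-NR2E3 and biotin-RetCOR proteins | Quantity: 1.35 nM GST-tagged NR2E3 final | Medium: Tris pH 7.5 | Also added: 7 nM biotin-RetCOR | Dosing: Compound at 4.8 µM, single dose | Timing: 5 h at 4 °C | Detection: Time-resolved FRET | Read-out basis: Percent inhibition | Benchmarks: Biotin wells as high control, 0.6% DMSO wells as low control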
# NR2E3 ag-2: NR2E3 agonists in two-hybrid cells, primary screen, cell-based, luminescence, CHO-S, Gal4-NCOR/VP16-NR2E3; luciferase; inhibition of corepressor binding, % at 3.98 µM; hit rate 0.35% among 360,000; AID 602229, 2012;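 active means inhibition above the mean of all tested compounds plus 3 SD, cut at about 70% in these data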;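 further: 0% = DMSO with NR2E3 transfected cells and 100% = cells lacking NR2E3 construct; higher means lower luciferase signal from less NR2E3 corepressor binding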
# C8 TRAIL sens: viability loss with TRAIL in NB7+C8 cells, primary screen, TRAIL sensitizer project, cell-based, ATPlite luminescence; hit rate 1% among 360,000; inhibition (viability loss, TRAIL sensitization), % at 10 µM;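 active means compounds causing at least 50% loss of cell viability in the single-dose screen, relative to plate controls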
# * hit, by the source's call; nt = no result given; & = joins results of further samples. Some of the compounds tested; the hit share may differ from the screen's.
# Below each SMILES – MITF TRPM1 inh	KKLEB tox	TWEAK Fn14 block	Shn3 inh set2	Peg3 prom inh	HIF-2a block	CF NFkB inh	TROY signal inh	NR2E3 ag-1	NR2E3 ag-2	C8 TRAIL sens
- O=C(CCC(F)(F)F)N1CCCC(CO)(CCc2ccccc2)C1 (stereo not drawn)
    6	0	4	-27	18	8	5	-3	1	-54	-12
- COc1ccc(NC(=O)c2ccco2)cc1NC(=O)c1cccc(OC(C)C)c1
    5	2	-4	6	-3	-5	6	-12	-3	-20	3
- Cc1ccc(-n2c(SCC(=O)Nc3ccc4c(c3)OCO4)nnc2-c2cccs2)cc1
    11	2	-6	3	0	3	-17	-8	0	0	-8
- Cc1ccc(OCCn2cc(/C=C/C(=O)O)c3ccccc32)cc1
    -2	5	7	-24	9	4	0	-13	nt	-37	-8
- O=C(NC1CCCCCCC1)c1ccc(CNc2c(N3CCOCC3)c(=O)c2=O)cc1
    -8	-3	-21	-23	-42	-18	7	-39	3	-24	4
- Cc1cccc(OCCC(=O)Nc2c(C)n(C)n(-c3ccccc3)c2=O)c1
    7	3	10	-14	12	3	-12	0	3	-18	-3
- Cc1ccsc1-c1nc(CSCC(=O)N2CCN(c3ccccc3)CC2)c(C)o1
    13	4	10	10	9	12	-11	-1	4	58	20
- N/C(=N\OC(=O)c1ccccc1Br)c1ccc([N+](=O)[O-])cc1
    -53	9	-24	-112	-212	-225	-28	-56	3	-40	5
- CC(=O)c1ccc(N2CCN(Cc3cc(=O)n4c(-c5ccccc5)csc4n3)CC2)cc1
    10	-1	17	25	5	-6	-17	12	nt	-11	-5
- COc1ccc(-c2cc(C(=O)NC3=NCCS3)c3ccccc3n2)cc1OC
    -22	-7	-3	11	-61	-143	9	-3	4	-42	7
- Fc1ccc(-[n+]2nc(Nc3ccccc3)sc2-c2ccc(OCc3ccccc3)cc2)cc1
    2	-7	6	40	-10	-12	0	12	-4	-8	10
- O=C(CN1CCN(S(=O)(=O)c2ccccc2)CC1)NC1CC1
    -2	-8	6	2	7	2	4	-5	-1	4	6
- COc1ccccc1NC(=O)Nc1nc(CC(=O)NCc2ccccn2)cs1
    -2	13	10	3	4	-30	-6	13	1	28	6
- O=C(Cc1ccccc1)Nc1ccccc1C(=O)O
    -2	-9	-23	-21	-20	-76	10	-2	4	-63	-5
- CCOc1ccc(C(=O)CCC(=O)N2CCC(C(=O)OC)CC2)cc1
    -6	12	6	-6	-2	1	4	-11	0	-25	7
- Cc1cc2ccccc2cc1C(=O)c1ccccc1
    -8	-6	-29	-41	-37	-63	-19	-29	nt	-15	-1
- CCCCCOC(=O)C1[C@H]2C(=O)N(c3ccccc3CC)C[C@]23C=C[C@H]1O3 (stereo partly drawn)
    -3	-3	2	-7	11	8	-8	1	1	-5	-11
- O=C1c2cccc([N+](=O)[O-])c2C(=O)N1CCO
    5	-7	-51	-8	15	16	-3	-10	-1	-39	-12
- CCc1cccc(CC)c1NC(=O)COC(=O)c1cccc(-c2ccc(OC(C)=O)cc2)c1
    3	1	-5	8	-15	7	-2	-5	-2	2	13
- COc1ccc(S(=O)(=O)N2CCC(C(=O)N3CCCCC3)CC2)cc1OC
    0	-1	-4	31	20	5	-5	-13	4	-13	5
- COc1ccc(C(=O)n2nc(C)c(Br)c2C)cc1
    -1	4	1	-3	1	-7	-22	-7	0	2	-9
- COc1cccc(-c2nc(CSCC(=O)NCC3CCCO3)c(C)o2)c1 (stereo not drawn)
    -1	7	3	53	11	19	7	-6	2	0	7
- COc1cc2c(c(OC)c1OC)-c1ccc(SC)c(=O)cc1C(NC(=O)c1ccccc1)CC2 (stereo not drawn)
    40	-8	-26	7	-24	24	23	9	nt	-4	17
- Cc1nc(NC(=O)c2ccccc2)sc1C1(C)CC(c2c(Cl)cccc2Cl)=NO1 (stereo not drawn)
    10	10	31	18	18	-14	-13	17	nt	-10	25
- COc1ccccc1NC(=O)CN(c1ccc([N+](=O)[O-])cc1)S(=O)(=O)c1ccccc1
    3	-7	0	3	26	8	9	-29	-3	2	10
- Cc1ccc(SCC(=O)OCC(=O)NCc2cccs2)cc1
    -2	20	2	8	-1	-1	-9	-10	-1	-15	7
- CC1SCC(=O)N(CC(=O)NCc2ccccc2)C1=O (stereo not drawn)
    3	4	-3	-18	2	3	-18	0	4	-13	-2
- COc1ccc(NC(=O)c2ccc(CNc3c(NC4CCCCC4)c(=O)c3=O)cc2)c(OC)c1
    3	2&-11	-15&-1	13&-17	11&9	9&10	10&-5	19&11	3	-33&18	5&-2
- CSC1=NC2(C[C@H]2c2ccccc2)C(=O)N1C (stereo partly drawn)
    1	-15	14	6	2	14	5	18	-2	-15	-2
- CCn1c(N2CCN(C(c3ccccc3)c3ccccc3)CC2)nc2c1c(=O)[nH]c(=O)n2C
    -2	-8	7	13	28	17	13	-8	nt	3	-5
- CSCC[C@H](NC(=O)OC(C)(C)C)c1nnc(SCC(=O)Nc2ccc(C)cc2C)o1
    5	-8	1	5	12	4	-6	-28	4	-9	4
- O=C(NCc1ccncc1)c1cccc(S(=O)(=O)N2CCc3ccccc32)c1
    30	-34	30	68	7	14	-3	23	0	53	0
- Cc1cccc(C2c3[nH]c4ccccc4c3CCN2C(=O)Cc2n[nH]c(C)n2)n1 (stereo not drawn)
    21	14	8	1	16	11	-17	-3	-1	17	5
- CCC(C)[C@H](NC(=O)Nc1cccc(Cl)c1)C(=O)O (stereo partly drawn)
    4	0	4	-7	17	19	1	-6	1	2	-1
- Cc1nn(Cc2ccc(C(=O)N3CCOCC3)o2)c(C)c1Br
    10	1	-12	12	11	17	15	15	3	-10	-12
- Cc1c(C(=O)Nc2ccccc2)cnn1-c1ccccc1
    -77	-1	-6	-61	-296	-262	-8	-19	-3	-118	36
- O=C(O)c1cccc2c1C(=O)N(c1ccccc1)C2
    4	7	8	-5	9	18	14	16	-1	-9	8
- CCNC(=O)C1(C)CCCN(C(=O)c2ccc3c(c2)C(C)(C)CCC3(C)C)C1 (stereo not drawn)
    nt	-1	-18	10	5	16	0	14	nt	32	6
- CCN(C(=O)C1CCCN(c2nc(-c3ccc(OC)cc3)no2)C1)c1ccc(OC)cc1 (stereo not drawn)
    -3	-2	16	0	27	13	6	4	1	-7	10
- COc1ccc(N2C(=O)CC(N(CCc3ccccc3)C(=O)c3ccccc3)C2=O)cc1 (stereo not drawn)
    10	0	5	8	10	21	1	-6	3	9	-2

# Fetched by compound from the entries so far (2):
# Below each SMILES – MITF TRPM1 inh	KKLEB tox	TWEAK Fn14 block	Shn3 inh set2	Peg3 prom inh	HIF-2a block	CF NFkB inh	TROY signal inh	NR2E3 ag-1	NR2E3 ag-2	C8 TRAIL sens
- COc1ccc(S(=O)(=O)N2CCC(C(=O)N3CCCCC3)CC2)cc1OC
    0	-1	-4	31	20	5	-5	-13	4	-13	5
- N/C(=N\OC(=O)c1ccccc1Br)c1ccc([N+](=O)[O-])cc1
    -53	9	-24	-112	-212	-225	-28	-56	3	-40	5

# New compounds follow.
# Below each SMILES – MITF TRPM1 inh	KKLEB tox	TWEAK Fn14 block	Shn3 inh set2	Peg3 prom inh	HIF-2a block	CF NFkB inh	TROY signal inh	NR2E3 ag-1	NR2E3 ag-2	C8 TRAIL sens
- O=S(=O)(N1CCOCC1)N1CCN(c2ccccc2F)CC1
    2	3	3	9	8	2	2	-3	2	-17	15
- C[C@H](CO)N1C[C@H](C)[C@@H](CN(C)Cc2ccc(Cl)c(Cl)c2)Oc2c(NC(=O)CCC(F)(F)F)cccc2C1=O
    2	-3	20	4	7	13	3	26	nt	-1	-13
- COc1cc(C(=O)O/N=C(\N)c2ccncc2)cc(OC)c1OC
    7	-2	-34	-1	2	-11	-11	-25	7	23	12
- Cc1ccc(C(NC(=O)NN2CCN(C)CC2)C(Cl)Cl)cc1F (stereo not drawn)
    -11	1	32	-35	-16	13	9	23	2	-11	-24
- O=Cc1ccc(N2Cc3ccccc3C2)cc1
    -70	-3	-15	-26	-145	-127	-15	-21	3	-72	-5
- COc1cc(/C=C/C(=O)OCC(=O)NCCCc2ccccc2)cc(OC)c1OC
    3	-4	-11	-7	40	3	2	-11	nt	-20	-6
- CCOC(=O)C1=C[C@@H](C(C)(C)C)N(S(=O)(=O)c2ccc(C)cc2)[C@H]1c1ccc(F)cc1
    nt	-4	9	60	13	-7	15	23	nt	21	20
- COc1ccc(C)cc1S(=O)(=O)NC(C)c1cnn(-c2ccccn2)c1C (stereo not drawn)
    3	-5	8	-3	6	-4	-2	-2	1	-8	-35
- O=[N+]([O-])c1ccc(C=Nc2cccc3ccccc23)s1
    45	14	6	16	0	-10	-21	27	-5	-28	11
- COc1ccc(NC(=S)N2CCCC(CO)C2)c(OC)c1 (stereo not drawn)
    10	10	-22	-13	-2	8	-18	11	0	32	-8
- Cc1nc2ccccn2c1C(=O)CSc1ccccc1
    -27	-22	-5	5	-61	-134	-2	-25	2	14	-2
- CN(C)S(=O)(=O)c1ccc(Cl)c(-c2nnc3n2CCCCC3)c1
    -1	1	-9	29	-3	5	-9	4	-4	-12	-2
- COc1ccc(C(=O)CC(=O)C(=O)Nc2ccc(Cl)cc2)cc1
    -12	-4	17	19	6	8	-2	-67	3	-20	20
- c1ccc(NCCC2OCC3(CO2)COC(CCNc2ccccc2)OC3)cc1 (stereo not drawn)
    -1	-2	20	15	-9	-5	0	-1	nt	-8	-1
- COc1ccc(-c2sc3ccc(N4CCOCC4)cc3c2C#CC(C)(C)O)cc1
    -16	-6	-68	28	-5	2	17	2	5	8	-4
- Cn1c(CCc2ccccc2)nnc1SCC(=O)N1CCOCC1
    1	-2	-1	14	2	12	4	-22	1	2	0
- O=C(c1ccc(NC2=NC3CS(=O)(=O)CC3S2)cc1)N(CCO)Cc1ccccc1 (stereo not drawn)
    -13	6	10	-8	5	3	0	14	-1	-2	-7
- CCOC(=O)CNC(=O)CSc1nnc(-c2ccccc2OC)n1CC
    3	-16	18	-3	2	9	2	-8	1	-13	12
- O=C(CSc1nc2ccc(Cl)cc2[nH]1)Nc1ccc2c(c1)CCC2
    0	-11	-17	-12	-1	-22	-10	-5	32*	-18	-5
- COCCN1C(=O)N[C@@H](c2ccccc2)[C@H](C(=O)OC)[C@H]1C
    -3	18	5	1	-12	-12	-14	-12	1	-13	-14
- COn1c(-c2ccccc2)nc2c1CCc1nonc1-2
    0	-3	-7	-4	-2	0	-17	9	-1	-8	-21
- Cc1ccc(-n2c(SCC(N)=O)nnc2-c2ccco2)cc1
    3	11	2	-5	7	10	-25	11	4	-3	-1
